# NPR1 activator – GC-A (human) enzyme activation; P16066; HEK293 GC-A cells, cGMP TR-FRET, EC30 ANP; 0% at EC30 ANP, 100% saturating ANP; activation, % at 10 µM; 0.14% of 370,000 active; in the data active = activation above about 40%
# PG9 binder – binds the HIV-1 gp120 antibody PG9 | TR-FRET gp120-PG9 antibody binding | inhibition, % at 6.7 µM | 0.43% of 360,000 active; in the data active = inhibition above about 8.5%
# FXN GAA850 act – activators of GAA850 frataxin (FXN) promoter; HEK293 lucGAA850 FXN promoter luciferase reporter, 24 h; percent of 10 µM SAHA response; activation, % at 6 µM; 0.56% of 360,000 active; AID 540364;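 active = activation above the average of all compounds screened plus 3 SD, cutoff fixed separately per campaign, cut at about 7.5% in these data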;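 note: 0% = DMSO wells and 100% = 10 µM SAHA wells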
# ADAM10 inh – inhibitors of human ADAM10. inhibition, % at 7 µM. recombinant ADAM10, EDANS/DABCYL FRET peptide cleavage, 3 h. AID 720582. 0.62% of 370,000 active;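 active = inhibition above a per-campaign cutoff equal to the mean of compounds falling between control-based bounds plus 3 SD, cut at about 20% in these data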;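 note: 0% = DMSO wells while the 100% control is not disclosed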
# hgDAF-12 ag – activates the H. glycines DAF-12 receptor ligand-binding domain | activation, % at 6.8 µM | HEK293 GAL4-hgDAF12 UAS-luciferase reporter, agonist luminescence; normalized to butyrate control | 1.8% of 370,000 active | AID 687014;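 active = activation above a cutoff set at the mean of all screened compounds plus 3 SD, cut at about 10% in these data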;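 note: 0% = DMSO wells and 100% = sodium butyrate wells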
# hcDAF-12 act – activators of H. contortus DAF-12 nuclear receptor. HEK293 hcDAF-12 lit1-tk-luc reporter, luminescence; 0% DMSO, 100% Δ7-dafachronic acid. activation, % at 6.8 µM. 1.4% of 370,000 active;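 active = activation above the mean of all tested compounds plus 3 SD, cut at about 5.5% in these data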;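 note: 100% = response to 3 µM Δ7-dafachronic acid high control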
# ssDAF-12 act – S. stercoralis DAF-12 activation, primary screen; HEK293 ssDAF-12/GRIP1 lit1-tk-luc reporter, luminescence; % of 3 µM dafachronic acid response; 1% of 370,000 active; activation, % at 6.8 µM;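 active = activation above the mean over all tested compounds plus 3 SD, cut at about 0.9% in these data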;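 note: 0% = DMSO-only wells and 100% = 3 µM delta7-dafachronic acid wells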
# SMARCA2 activ – increases SMARCA2 function in MMTV reporter cells. MG213 cells, MMTV-luciferase reporter, dexamethasone, overnight. activation, % at 9.1 µM. 1% of 370,000 active; in the data active = activation above about 7.8%;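 note: 0% = vehicle wells and 100% = reference activator wells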
# ADAM17 inh – inhibitors of human ADAM17; inhibition, % at 6.95 µM; recombinant ADAM17, EDANS/DABCYL FRET peptide cleavage; 0.83% of 370,000 active;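 active = inhibition above the mean of compounds lying between control limits plus 3 SD, set per campaign, cut at about 8.5% in these data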;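 note: 0% = DMSO-only wells as the low control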
# Target sequence (P78536 215-824 limits assumed): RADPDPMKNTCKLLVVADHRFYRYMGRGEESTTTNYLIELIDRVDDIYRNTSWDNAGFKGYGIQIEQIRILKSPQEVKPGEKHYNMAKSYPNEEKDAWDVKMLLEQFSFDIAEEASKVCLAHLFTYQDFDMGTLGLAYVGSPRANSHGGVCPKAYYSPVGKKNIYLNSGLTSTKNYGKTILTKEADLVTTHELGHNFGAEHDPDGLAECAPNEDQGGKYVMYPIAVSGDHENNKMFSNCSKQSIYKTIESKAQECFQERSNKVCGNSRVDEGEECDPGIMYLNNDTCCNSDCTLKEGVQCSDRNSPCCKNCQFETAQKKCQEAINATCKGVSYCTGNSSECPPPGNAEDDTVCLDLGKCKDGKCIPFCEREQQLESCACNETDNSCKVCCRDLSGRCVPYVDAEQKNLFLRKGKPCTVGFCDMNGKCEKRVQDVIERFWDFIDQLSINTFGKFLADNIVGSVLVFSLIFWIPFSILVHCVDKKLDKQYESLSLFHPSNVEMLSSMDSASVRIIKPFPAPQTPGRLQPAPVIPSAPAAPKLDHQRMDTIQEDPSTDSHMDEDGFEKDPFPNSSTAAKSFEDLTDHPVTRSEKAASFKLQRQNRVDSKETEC
# DAX1 inh-1 – DAX1 (NR0B1) inhibition, primary screen; HEK293T StAR-luciferase reporter, SF-1/DAX-1 repression relief; inhibition, % at 6.8 µM; 1.1% of 370,000 active; AID 652010;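 active = inhibition above the mean over all tested compounds plus 3 SD, cut at about 3.6% in these data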;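 note: 0% = DAX-1 cells with DMSO and 100% = cells lacking DAX-1 with DMSO; higher inhibition means more luminescence from relief of DAX-1 repression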
# DAX1 inh-2 – inhibitors of human orphan nuclear receptor DAX1 (NR0B1); P51843; AID 504766; HEK293 Gal4-DAX1 luciferase reporter, luminescence; inhibition, % at 6.75 µM; 0.99% of 340,000 active;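 active = inhibition above the mean over all tested compounds plus 3 SD, cut at about 4.2% in these data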;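 note: 0% = DAX1-transfected cells with DMSO and 100% = empty-vector control cells with DMSO; inhibition shows as a rise in luminescence from relieved DAX1 repression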
# Target sequence (P51843 207-470 limits assumed): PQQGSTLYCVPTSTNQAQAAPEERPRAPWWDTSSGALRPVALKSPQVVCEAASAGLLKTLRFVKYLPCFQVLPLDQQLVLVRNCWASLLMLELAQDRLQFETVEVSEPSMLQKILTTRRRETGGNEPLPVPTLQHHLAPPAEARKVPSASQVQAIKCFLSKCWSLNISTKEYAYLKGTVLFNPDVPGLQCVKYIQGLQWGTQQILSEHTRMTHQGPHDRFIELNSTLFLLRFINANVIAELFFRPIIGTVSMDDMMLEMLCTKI
# Active calls of the source: *; · = not tested or not shown. An unsorted share of the library. Share with any hit: about 6.8%.
SMILES,NPR1 activator,PG9 binder,FXN GAA850 act,ADAM10 inh,hgDAF-12 ag,hcDAF-12 act,ssDAF-12 act,SMARCA2 activ,ADAM17 inh,DAX1 inh-1,DAX1 inh-2
CC(=O)OCC1CC(COC(C)=O)C(COC(C)=O)CC1COC(C)=O (centres undefined),-3,3.6,-1.2,4,-0.8,-1.4,-1.2,1,0,-1.0,2.7
CCC1C(=O)N=C(SCC(=O)Nc2ccc(S(N)(=O)=O)cc2)NC1=O (centres undefined),-1,-1.9,1.7,4,1.4,-1.1,-1.3,-2,0,-0.4,3.8
CCOc1ccc(NC(=S)N(CCOC)C(C)c2cccnc2)cc1 (centres undefined),2,0.0,1.1,1,0.9,-0.4,-0.7,5,-1,0.6,1.6
COc1ccc2ccccc2c1C(=O)/C=C\c1ccoc1,1,-2.2,6.8,-1,-3.3,-0.9,0.5,1,1,-1.2,-1.2
O=C(NCc1ccccc1)C(c1ccccc1F)N(C(=O)c1csnn1)C1CCCC1 (centres undefined),-9,-1.4,1.4,-6,-0.7,-1.3,-0.9,0,-1,0.2,3.3
Cc1ccc(S(=O)(=O)N(C)C)cc1NC(=O)c1ccccc1SCC(=O)N1CCCC1,-1,-0.3,-0.7,-10,-0.8,-1.6,-0.7,0,-2,-0.1,0.4
Cc1ccc(C(=O)C2OC(=O)C(C)(C)C(=O)C2(C)C)cc1 (centres undefined),1,-0.7,0.1,1,1.0,-2.6,-1.1,-1,3,0.0,-0.2
CC(C)OC(=O)c1cccc(C(=O)Oc2ccc(Br)cc2)n1,1,0.1,0.7,2,0.6,-1.3,-1.0,-1,-2,0.3,0.4
COc1cc(CCc2ccccc2)c(C(=O)O)c(O)c1C/C=C(/C)CCC=C(C)C,2,0.6,-1.1,16,0.9,0.7,-0.2,-1,2,1.2,-1.0
C#CCN(C(=O)CC1C(=O)NCCN1C/C=C/c1ccccc1)C1CCCCC1 (centres undefined),0,-0.9,0.2,-10,-2.1,-1.9,-1.4,0,-4,-0.1,-0.8
O=C(NCc1cccnc1)c1ccc(-c2ccc(F)c(F)c2)c2ccoc12,11,-0.9,-4.7,-2,-9.2,-4.8,-2.3,-7,-1,-5.6,·
Cc1cc(C(=O)OC(C)C(=O)NC2CCCCC2C)c2ccccc2n1 (centres undefined),1,0.1,1.0,0,-1.5,1.0,-1.2,0,-1,0.4,2.3
CCc1cc(C(=O)Nc2cc(S(=O)(=O)N3CCCCC3)ccc2N2CCN(C)CC2)sc1C,-2,0.1,-2.7,0,-1.6,-1.8,-1.3,-1,1,-1.5,0.3
CC(C)c1ccc(Nc2nc(Cl)nc(Cl)n2)cc1,-2,-1.0,-1.1,-7,0.1,-1.6,-1.4,-2,-1,0.0,-2.5
CN1CCN(C(=O)c2ccccc2N(Cc2ccccc2)S(=O)(=O)c2ccccc2)CC1,-13,0.5,6.8,-3,-2.6,-1.4,-0.8,-4,-4,0.4,0.5
Cc1ccc(NS(=O)(=O)c2cc(C(N)=O)ccc2C)cc1,-5,-0.9,-1.2,4,-1.5,-0.7,-0.8,3,-1,-0.8,0.9
COCCNC(=O)c1ccc2c(c1)nc(C)n2-c1cccc(Cl)c1,6,-0.2,-0.3,1,-2.6,-1.4,-1.2,-3,-3,-0.4,1.0
COc1cc(-c2nc(C(=O)NCC3CCCO3)cc3c2[nH]c2ccccc23)cc(OC)c1OC (centres undefined),53*,1.9,-4.8,-462,-8.0,-4.2,-1.7,1,-111,-5.2,-3.5
COC(=O)c1c(C)[nH]c(C)c1C(=O)c1ccccc1Cc1ccccc1,-4,0.0,2.2,5,-1.1,-2.7,-1.1,-3,4,-0.3,-0.4
CCOc1ccc(C(=O)C(C)OC(=O)c2nc(Cl)ccc2Cl)cc1 (centres undefined),-2,-1.1,-0.1,7,2.0,-0.1,-1.0,-1,1,0.6,0.0
O=C(C(Sc1ccccc1)c1ccccc1)N1CCN(c2ccccc2)CC1 (centres undefined),0,-3.0,2.7,15,-0.6,-1.7,-1.6,-2,7,0.2,-1.1
CCOC(=O)C1=NOC(CNC(=O)c2ccccc2Cl)C1 (centres undefined),3,1.1,0.6,-8,-0.1,-0.3,-0.8,-3,-4,0.5,0.7
O=C(Nc1ccc(OCc2ccccc2)cc1)Nc1nnc([C@H]2C[C@H](O)[C@@H](CO)O2)s1,1,0.3,-1.1,8,-3.6,0.9,-1.4,2,-1,-1.2,·
C[C@H]1CN([C@@H](C)CO)C(=O)CCCn2cc(nn2)CO[C@@H]1CN(C)S(=O)(=O)c1ccc(-c2ccccc2)cc1,0,-0.6,-1.7,6,-0.8,-2.1,-1.4,-3,3,-1.1,0.0
CCOC(=O)C1(Cc2cccc(OC)c2)CCN(Cc2ccccc2OC)CC1,-20,-1.2,-1.0,0,-1.9,-0.7,-1.9,0,1,-0.3,0.3
CCc1ccc(NC(=O)CSc2nnc(Cn3c(=O)sc4ccccc43)n2C)cc1,1,0.4,0.2,2,2.1,-1.9,-0.7,-1,0,-0.8,1.6
O=C(Nc1ccccc1N1CCCC1)C1CCCO1 (centres undefined),2,-0.6,2.1,-19,0.5,-0.1,-1.4,-2,-4,-1.0,-0.2
O=C(COC(=O)C1CCCCC1C(=O)N1CCc2ccccc21)NCc1ccco1 (centres undefined),5,-2.5,1.2,12,0.0,0.7,-1.0,-2,1,0.2,-0.5
Cc1ccc(OCC(=O)O/N=C(\N)c2ccccn2)cc1,2,-0.6,4.1,9,15*,4.2,-0.1,3,7,3.8*,3.1
CCOC(=O)C1(CC2CCCCO2)CCN(Cc2c(C)cc(C)cc2-n2cccn2)CC1 (centres undefined),4,-1.4,-3.0,-3,2.9,-0.4,-2.1,0,-1,-0.7,-0.8
COc1ccc(CN2C(=O)COc3ccccc3C2c2nnnn2C2CCCCC2)cc1 (centres undefined),-20,·,·,-3,-0.5,-0.5,-1.0,-1,-5,0.4,·
Cc1ccc2[nH]c3c(=O)n(CC(=O)N4CC(C)CC(C)C4)ncc3c2c1 (centres undefined),3,1.0,-0.5,-19,0.8,-0.8,-1.5,-3,-5,-0.1,0.4
COc1cc(C(=O)NCC(=O)OCC(=O)Nc2ncc(Cl)cc2Cl)cc(OC)c1OC,1,0.6,-1.2,1,-1.1,4.2,0.0,-2,-4,0.8,0.0
Cc1cc(C)n2c(SCC(=O)NC3CCCC(C)C3C)nnc2n1 (centres undefined),6,0.0,3.8,-13,-2.1,-1.2,-1.2,1,-5,0.2,-0.5
CCOC(=O)c1c(NC(=O)c2ccccc2C(=O)O)sc2c1CCCC2,-2,0.4,1.6,-4,-2.8,0.0,-1.1,1,-2,-0.1,-0.1
C=C(C)c1cccc(C(C)(C)NC(=O)Nn2cnnc2)c1,-1,-2.0,2.0,2,3.5,0.5,-1.8,-2,-1,0.9,0.4
Cc1nc2ccccc2nc1NS(=O)(=O)c1ccc(N)cc1,3,-1.0,2.5,-12,-0.7,0.3,-1.0,6,-4,-0.4,0.6
CCN(CC)/C(=N\S(=O)(=O)c1ccc(F)cc1)c1ccccc1,2,-0.5,0.6,-3,1.3,-0.2,-0.6,0,-6,0.0,2.6
Cc1ccc(-n2c(C)cc(/C=N/NC(=O)c3ccncc3)c2C)cc1,-6,-2.2,2.4,3,-0.8,-1.3,-1.6,-2,-3,-0.9,-1.0
Cc1cnc(C(=O)OCC(=O)NC(C)C)cn1,2,1.6,-1.4,-2,1.2,0.4,-1.1,-1,-5,0.5,0.1
Cc1ccc2nsnc2c1S(=O)(=O)N1CCN(CCc2ccccc2)CC1,-2,-1.1,-0.1,2,-0.7,-1.5,-1.3,-7,2,-0.7,-0.4
O=S(=O)(N1CCCCCC1)N1CCNCC1,-3,-0.9,1.8,4,0.4,0.9,-1.1,-4,-1,-0.4,0.4
CN1CCC(NC(=O)CCc2ccccc2)CC1,-1,-0.3,-0.7,-7,-0.6,-1.6,-1.5,-1,-4,0.2,1.2
Cc1nnc(NC(=O)c2ccc(-c3cccc(C(F)(F)F)c3)o2)s1,-2,-1.0,0.6,-5,-1.3,-0.8,-1.2,2,-3,-0.1,2.6
Cn1cccc1C(=O)NC(=O)COC(=O)c1ccccc1O,3,3.5,-3.0,-3,3.1,-0.7,-1.1,-1,-4,-0.3,-0.8
Cc1cc(N2C(=O)C(=O)/C(=C(/O)c3ccc(F)cc3)C2c2ccc(Cl)cc2)no1 (centres undefined),2,1.5,-0.3,0,-2.5,-1.6,-1.5,-6,1,-0.3,-0.2
COc1ccc2c(=O)cc(CO)oc2c1,-2,3.0,0.3,-19,-0.9,-0.6,-0.6,1,-4,-0.5,1.3
O=C(Nc1ccccc1)N1CCC(C(=O)N(Cc2ccco2)Cc2cccs2)CC1,4,1.1,-0.9,-11,-0.1,-1.4,-1.5,-1,-5,-0.3,0.0
Cc1nc(SCC(=O)N2CC(C)OC(C)C2)nc(C)c1C (centres undefined),4,-0.5,-0.3,1,0.5,-1.4,-1.1,-2,0,0.5,0.0
CC1Sc2ccc(S(=O)(=O)CCC(=O)NC3CCCCC3C)cc2NC1=O (centres undefined),-3,-1.8,1.1,3,-1.1,-0.6,-0.9,-1,0,-3.0,-0.1
COc1ccc(Cl)cc1-c1nc(SCC(=O)NC2CC2)n[nH]1,0,-1.2,-0.8,-3,-3.1,-2.5,-1.4,1,-3,0.0,-0.1
COc1cccc(N2C(=O)CC(NNC(=O)c3cccs3)C2=O)c1 (centres undefined),3,-0.5,-1.1,-2,1.3,5.2,-0.7,-3,-1,0.1,2.3
CCC/C=C(\CCC)C(NC(=O)OCC(C)C)c1ccc(C(=O)OC)cc1 (centres undefined),0,-0.6,0.1,-2,0.0,1.1,-1.6,-1,0,0.2,2.4
O=C(NCc1ccccc1)c1ccc(C2SCC(=O)N2Cc2ccccc2)cc1 (centres undefined),-1,-0.6,-3.8,-7,-1.2,-1.4,-1.4,-5,1,-0.2,-0.8
CC(=O)N1N=C(c2ccc(C)cc2)CC1c1ccc2c(c1)OCO2 (centres undefined),1,-0.6,6.3,2,9.4,6.1*,-0.4,4,-1,1.4,3.0
COc1ccc(OC)c(NC(=O)CC(Cc2ccccc2OC)C(=O)O)c1 (centres undefined),3,0.1,1.2,-6,2.3,-1.6,-0.7,-4,-6,-1.3,0.4
COc1ccc(NC(=O)c2sc3cc(C(F)(F)F)cnc3c2-c2cccs2)cc1,1,9.6*,0.3,-1,-0.1,-0.5,-1.1,0,-3,-0.5,-0.3

# 3 of the entries above in order of their number in hcDAF-12 act, smallest number first:
Structure	hcDAF-12 act
COc1ccc(Cl)cc1-c1nc(SCC(=O)NC2CC2)n[nH]1	-2.5
CC1Sc2ccc(S(=O)(=O)CCC(=O)NC3CCCCC3C)cc2NC1=O (centres undefined)	-0.6
CCC/C=C(\CCC)C(NC(=O)OCC(C)C)c1ccc(C(=O)OC)cc1 (centres undefined)	1.1

# Compound activity from PubChem.
